# TSG101-PTAP inh: blocks PTAP/TSG101 interaction to inhibit HIV-1 budding | Q99816 | 340,000 tested, under 10 active | AID 493005 | Potency, µM (series often up to 115 µM), for inactives: at the top dose activity change, negative = inhibition, actives largely listed as inhibitors | Fluorescence polarization, FITC-PTAP peptide / Tsg101 binding; active = well fitted inhibition curve with a large enough effect in the main read-out, with a control signal flat, not every such curve was filed as active; inconclusive = small, poorly fitted or top-dose-only effect, or effect the other way, or a change in a side signal; inactive = no such curve, though single readings can be large or run the other way; also: potency is read from the fitted curve at half-maximal effect; % of control where 0% means no effect
#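 Compounds were pin-transferred onto Tsg101 binding domain (10 uM final) in HEPES pH 7.5 buffer, then FITC-PTAP peptide was added at 50 nM final. After 20 min at RT, polarization reported peptide displacement across a qHTS concentration series.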
# uPA generation: blocks generation of uPA at the cell surface; AID 540303; actives 0.31% (n = 330,000); cell surface uPA generation assay, qHTS; Potency, µM (series often up to 38.3 µM), for inactives: top-dose activity change, negative = inhibition, actives largely listed as inhibitors; active = well fitted inhibition curve with a large enough effect; inconclusive = small, poorly fitted or top-dose-only effect; inactive = no such curve, though single readings can be large or run the other way; tested in mouse RAW 264.7 cells; also: potency is read from the fitted curve at half-maximal effect; % is scaled to controls: 0 for no effect and ±100 for the full control effect; nearly all actives have a fitted effect of over 55% in size
# p53 reactivation: mutant p53 re-activation in reporter cells. H1299 p53-A138V BP100-luciferase reporter, luminescence, 24 h. Potency, µM (series often up to 92.2 µM), for the others: at the top dose activity change, positive = activation, hits mostly activators. actives 0.063% (n = 320,000); also: potency is read from the fitted curve at half-maximal effect; % of control where 0% means no effect; nearly all actives have a fitted effect of over 45% in size
#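 H1299 (p53-null), stable ts p53-A138V + BP100-Luc; 1000 cells/well, Opti-MEM/10% FBS; cpd 4 pt, 1:5; 24 h, 37 deg C, 5% CO2; detection reagent 10 min RT; luminescence.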
# ELG1 genotox: inducers of genotoxicity in HEK293T ELG1-luciferase cells | HEK293T ELG1-luciferase reporter, luminescence, 16 h | Potency, µM (top dose mostly 46 µM), inactives show top-dose activity change, positive = activation, hits mostly activators | actives 1.3% (n = 330,000) | AID 504466; also: potency is read from the fitted curve at half-maximal effect; % of control where 0% means no effect; nearly all actives have a fitted effect of over 60% in size
#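 DMSO vehicle served as control against compound-treated ELG1-luciferase HEK293T cells; exposure lasted 16 hr at 37 °C and 5% CO2, followed by ONE-Glo luminescence detection after 30 min.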
# B2AR arrestin: beta2AR (human) beta-arrestin recruitment activity. P07550. beta-arrestin recruitment to beta2AR, cell-based reporter. Potency, µM (highest dose often 46.1 µM), without a hit: at the highest dose activation, most hits filed as activators. actives 0.02% (n = 330,000). AID 492947;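 also: potency is read from the fitted curve at half-maximal effect; 0% = DMSO controls and full agonism = EC100 isoproterenol or metaproterenol; nearly all actives have a fitted effect of over 65% in size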
# Target sequence (P07550 whole entry, looked up): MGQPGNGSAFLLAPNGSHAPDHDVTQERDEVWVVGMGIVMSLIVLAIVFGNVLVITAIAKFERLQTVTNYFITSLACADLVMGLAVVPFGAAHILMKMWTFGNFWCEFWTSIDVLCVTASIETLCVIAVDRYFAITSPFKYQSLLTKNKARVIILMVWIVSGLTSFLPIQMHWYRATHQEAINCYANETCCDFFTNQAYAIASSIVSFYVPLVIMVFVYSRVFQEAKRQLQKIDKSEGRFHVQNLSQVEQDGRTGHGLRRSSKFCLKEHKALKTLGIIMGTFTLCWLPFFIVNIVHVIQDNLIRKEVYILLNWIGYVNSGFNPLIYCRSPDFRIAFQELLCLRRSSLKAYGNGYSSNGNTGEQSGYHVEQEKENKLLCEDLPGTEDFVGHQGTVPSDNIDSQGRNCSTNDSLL
# BRCA1 expr up: activators of BRCA1 expression | MCF7-BRCA1-FFLuc reporter, luminescence, 48 h; response scale: scaled: vehicle 0%, 10 µM genistein 100% | Potency, µM (top dose mostly 46.1 µM), for the others: at the top dose activation, most hits filed as activators | actives 1.1% (n = 380,000); also: potency is read from the fitted curve at half-maximal effect; nearly all actives have a fitted effect of over 80% in size; some results filed as inactive show a strong effect at the top dose
#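 Quantitative HTS in MCF7 cells stably reporting BRCA1 expression via firefly luciferase. Compound treatment lasts 48 h at 37 °C in phenol-red free MEM. Activation is expressed relative to genistein at 10 microM and DMSO.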
# USP2a block: USP2a (human) protease inhibition; O75604; USP2 core, Ub-CHOP2 coupled fluorogenic reporter, 485/531; Potency, µM (series often up to 38.3 µM), inactives show at the top dose activity change, negative = inhibition, usual class: inhibitors; actives 0.01% (n = 330,000); AID 463254;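 also: potency is read from the fitted curve at half-maximal effect; plate controls were DMSO wells for no effect and full inhibition by NEM control for full effect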
#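 USP2 core (10nM final) preincubated 30min RT with compound in 20mM Tris-HCl pH 8.0, 2mM CaCl2, 2mM beta-mercaptoethanol, 0.05% CHAPS; 25nM Ub-CHOP2 plus 25nM reporter substrate added, fluorescence (Ex485/Em531) read after 60min.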
# Eya2 phos inh: inhibitors of human Eya2 phosphatase activity; Potency, µM (top dose mostly 76.9 µM), without a hit: at the highest dose activity, negative = inhibition, usual class: inhibitors; actives 0.006% (n = 330,000); recombinant Eya2, OMFP fluorescence dephosphorylation (OMFP is methylfluorescein phosphate); O00167; also: potency is read from the fitted curve at half-maximal effect; % is scaled to controls: 0 for no effect and ±100 for the full control effect
#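 Eya2 protein (added as 0.2 uM solution) was preincubated with compound for 10 min at ambient temperature in 50 mM HEPES pH 7.5, 50 mM NaCl, 5 uM MgCl2, 0.05% BSA, 1 mM DTT. OMFP (added at 50 uM) then reacted 10 min; fluorescence read at 485/525 nm.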
# S-ASM inh: human S-ASM enzyme inhibition; P17405; placental ASM, HMU-PC fluorogenic substrate, 60 min; Potency, µM (highest dose often 57.5 µM), for inactives: at the highest dose activity change, negative = inhibition, actives largely listed as inhibitors; actives 0.006% (n = 340,000); AID 504937; also: potency is read from the fitted curve at half-maximal effect
# Target sequence (P17405 47-631 limits assumed): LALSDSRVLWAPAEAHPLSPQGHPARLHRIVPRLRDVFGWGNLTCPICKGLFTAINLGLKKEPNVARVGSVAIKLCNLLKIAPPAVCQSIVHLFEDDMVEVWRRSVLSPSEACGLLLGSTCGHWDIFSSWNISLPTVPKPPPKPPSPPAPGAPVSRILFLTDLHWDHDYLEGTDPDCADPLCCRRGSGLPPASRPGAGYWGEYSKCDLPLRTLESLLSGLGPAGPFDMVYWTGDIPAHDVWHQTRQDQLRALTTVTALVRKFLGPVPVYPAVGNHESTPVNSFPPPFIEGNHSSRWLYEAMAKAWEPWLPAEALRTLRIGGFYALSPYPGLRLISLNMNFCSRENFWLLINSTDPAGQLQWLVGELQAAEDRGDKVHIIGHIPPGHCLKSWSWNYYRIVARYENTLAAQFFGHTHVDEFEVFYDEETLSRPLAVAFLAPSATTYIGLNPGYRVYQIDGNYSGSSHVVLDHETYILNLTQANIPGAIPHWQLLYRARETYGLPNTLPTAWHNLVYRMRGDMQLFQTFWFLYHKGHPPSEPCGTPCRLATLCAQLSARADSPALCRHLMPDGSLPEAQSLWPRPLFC
#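 Steps: dispense placental human ASM, pin compound, wait 10 min at room temperature, add HMU-PC0 substrate at 9 uM final, incubate 60 min at 37 °C, add stop solution raising pH to 10, read fluorescence.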
# TRPV1 agonist: agonists of human vanilloid receptor 1 (TRPV1); Q8NER1; TRPV1-expressing cells, Fluo-8 calcium influx, agonist mode; activation, % at 8.33 µM; actives 0.19% (n = 320,000); in the data active = activation above about 80%; inconclusive = between about 30% and that limit; also: 0% is about no effect
#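 TRPV1-expressing cells were cultured overnight at 35.5C and loaded with Fluo-8 calcium dye for 40 to 90 min at room temperature. After a 10 s baseline, compound was added and calcium influx was read kinetically for 3 min (ex 480/em 520 nm).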
# a7 integrin act: activates integrin-mediated alleviation for muscular dystrophy | alpha7betagal myoblasts, beta-gal FDG fluorescence, 48 h | Potency, µM (titrated, usually from 38.3 µM), for the others: top-dose activation, most hits filed as activators | actives 0.064% (n = 350,000) | AID 624291;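 also: potency is read from the fitted curve at half-maximal effect; 100% = response of the positive control SU9516; nearly all actives have a fitted effect of over 60% in size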
#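 alpha7betagal+/- myoblasts (passage 13, 250/well) treated 48 h at 37C with compounds at 1:260 dilution of DMSO stock. Lysed, then beta-galactosidase activity read as FDG fluorescence (ex 480/em 540) after 30 min, with pre-read for autofluorescence.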
# Starred values were filed as active, the others as inactive; ? = inconclusive; / = not tested or not shown; [ ] = remark or other dose. Unless noted, calls follow the shape of the dose curve; as a rule, active = well fitted curve in the direction sought with a large enough effect; inconclusive = small, poorly fitted or top-dose-only effect, or another doubt; inactive = no such curve, though single readings can be large; an effect the other way counts as inactive or inconclusive. Outcome played no part in choosing rows; 2.6% or so of the library scored in one or more.
Compound | TSG101-PTAP inh | uPA generation | p53 reactivation | ELG1 genotox | B2AR arrestin | BRCA1 expr up | USP2a block | Eya2 phos inh | S-ASM inh | TRPV1 agonist | a7 integrin act
COCCCNC(=O)CNC(=O)c1cn(-c2ccccc2OC)c(=O)c2ccccc12 | -2.0% | 1.8% | -3.7% | 0.9% | 0.1% | -4.8% | 1.9% | 14.6% | -3.2% | 0.2 | 0.0%
Cc1nc2ccccc2n1C(=O)c1ccccc1[N+](=O)[O-] | -0.2% | -1.5% | -4.2% | -0.1% | -0.2% | 0.0% | 3.2% | -3.5% | -3.4% | -0.5 | 0.0%
O=C(O)c1c(-c2ccccc2)oc2ccc(O)cc12 | -0.6% | -1.5% | -3.5% | -3.3% | 0.4% | 4.7% | 3.9% | 9.7% | 50.2%[activator] | 0.1 | -8.2%
CC(C)(C)NS(=O)(=O)CC12CCC(CC1=O)C2(C)C (stereo unspecified) | -5.7% | 5.2% | -3.5% | 0.4% | 0.3% | 0.0% | 3.7% | 7.6% | -3.0% | 3.6 | 19.2%
CC(=O)Nc1ccc(NC(=O)COC(=O)c2ccccc2C(=O)c2ccccc2)cc1 | -1.9% | -26.7% | 6.1% | 0.3% | -1.0% | -10.6% | -2.7% | 23.0% | -1.1% | 8.7 | -17.5%
CN(CC(=O)Nc1cccc(F)c1)C(=O)C1CCN(S(=O)(=O)c2ccc3c(c2)OCCO3)CC1 | -1.8% | -6.6% | 0.9% | -2.0% | 0.3% | -36.6% | 1.6% | -9.8% | -1.6% | -0.1 | 13.1%
O=C(c1ccccc1)N1CCN(S(=O)(=O)c2ccc(Cl)c(C(F)(F)F)c2)CC1 | -1.2% | 4.0% | -5.5% | 1.9% | -0.1% | -11.6% | 0.4% | 5.7% | 1.5% | 1.7 | 25.5%
NC(=O)C1CCN(C(=O)/C=C/c2ccco2)CC1 | -5.6% | 12.6% | 5.9% | -0.1% | -0.4% | 102.7% | 3.8% | 9.3% | 10.4% | 5.0 | 22.5%
N/C(=N\OC(=O)Cc1ccc(-c2ccccc2)cc1)c1cccc([N+](=O)[O-])c1 | -0.8% | / | -5.8% | -4.5% | -1.1% | -4.0% | -1.1% | -10.0% | -16.3% | -3.4 | -8.7%
CN(C(=O)COC(=O)c1cc(-c2ccco2)nc2ccccc12)C1CCS(=O)(=O)C1 (stereo unspecified) | -4.4% | 3.8% | 9.7% | -1.3% | 2.9% | 6.7% | ? | -14.6% | 375.8%[activator] | 1.5 | 0.0%
Cc1cc(C)cc(N2Cc3ccccc3C2)c1 | -3.4% | 7.7% | -2.3% | 13.2% | -0.5% | 17.9% | 0.3% | 9.9% | 2.3% | 7.9 | -19.3%
N#CCOC(=O)C1CCN(S(=O)(=O)c2ccc3c(c2)OCCO3)CC1 | 0.0% | 9.7% | 2.8% | 1.4% | 0.2% | 1.7% | 0.0% | -9.5% | / | 0.4 | 0.0%
CN(CC(=O)NCc1ccccc1Cl)S(=O)(=O)c1cccs1 | -7.5% | -2.2% | -4.0% | -4.0% | 0.4% | 20.6% | -3.0% | -3.4% | -1.3% | 17.0 | 17.1%
COc1ccc(NS(=O)(=O)c2ccc(OCC(=O)N3CCCC3)cc2)cc1 | / | 1.9% | -6.0% | -1.5% | 0.1% | 0.2% | 1.3% | -21.9% | -3.3% | 2.1 | 23.7%
COC(=O)c1[nH]c2cc(OC)ccc2c1NC(=O)CCN1CCN(c2ccccc2)CC1 | -7.9% | -1.5% | -9.1% | 2.3% | 0.0% | 3.0% | 2.3% | 2.8% | -0.4% | 27.1 | -21.5%
C=CCC(O)(CC=C)C(C)N (stereo unspecified) | -3.5% | 8.6% | 0.8% | 1.4% | -0.7% | -9.5% | 10.0% | 6.9% | 0.9% | -0.1 | 3.6%
Cc1ccc(-n2nc3c(=O)n(CC(=O)NCCc4ccccc4C)nc(C)c3c2C)cc1 | -3.7% | -1.7% | -3.8% | -12.4% | 0.0% | -22.4% | -1.2% | -4.4% | -3.7% | -3.3 | ?
COC(=O)c1[nH]c2ccccc2c1NC(=O)CN1CCN(c2cccc(OC)c2)C(C)C1 (stereo unspecified) | -4.9% | -9.2% | 0.1% | -28.0% | 0.0% | -60.8% | -1.4% | -26.2% | -8.0% | ? | -26.5%
O=C(NC1CCCC1)c1ccccc1-c1nc2ccccc2[nH]1 | 1.6% | 1.0% | 5.4% | -0.7% | -0.8% | 16.1% | 1.6% | 16.6% | -0.7% | 13.2 | 8.4%
Cc1c(-c2ccccc2Cl)nc2ccccc2c1C(=O)O | -0.4% | 4.3% | -0.8% | 2.5% | 4.4% | 1.3% | -1.5% | -4.9% | -0.5% | -1.2 | -0.6%

# Taken from above:
# In a7 integrin act, Cc1cc(C)cc(N2Cc3ccccc3C2)c1 is listed with -19.3%
# In p53 reactivation, CC(C)(C)NS(=O)(=O)CC12CCC(CC1=O)C2(C)C (stereo unspecified) is listed with -3.5%

# (next part)
Compound | TSG101-PTAP inh | uPA generation | p53 reactivation | ELG1 genotox | B2AR arrestin | BRCA1 expr up | USP2a block | Eya2 phos inh | S-ASM inh | TRPV1 agonist | a7 integrin act
Nc1cc(=O)nc(SCC(=O)Nc2cccc3ccccc23)n1CCc1ccccc1 | 0.7% | -2.2% | -5.1% | -1.3% | 3.2% | 5.4% | -0.9% | 7.9% | -2.8% | -0.8 | 14.8%
CN(C)S(=O)(=O)c1ccc(C(=O)OCC(=O)Nc2sc3c(c2C#N)CCCCC3)cc1 | 0.1% | -3.5% | 10.1% | 13.0% | -0.6% | 51.7% | 4.2% | 2.2% | -8.1% | 1.7 | -11.1%
CCOc1cnc(C(=O)NNC(=O)c2ccccc2Br)o1 | 2.4% | 3.1% | 10.2% | -0.4% | 0.0% | 0.0% | 10.4% | 7.7% | -0.7% | 0.6 | -0.7%
COc1cc([N+](=O)[O-])ccc1NC(=O)NN1CCN(C)CC1 | -7.5% | 2.8% | 11.2% | -3.0% | 0.1% | -0.5% | -0.8% | 8.6% | -3.6% | -1.3 | ?
COc1cc(-c2nc(CN3CCCN(C(=O)c4ccco4)CC3)c(C)o2)ccc1F | -3.0% | 2.2% | 1.9% | -2.6% | 0.1% | -82.0% | 0.8% | -4.0% | 5.4% | 2.4 | -5.7%
O=C(COC(=O)c1cccnc1Cl)c1ccccc1 | -11.6% | / | 13.9% | ? | 4.2% | 24.1% | 0.2% | -1.5% | 3.2% | 2.1 | -0.5%
COc1ccc(NC(=S)NC2CCS(=O)(=O)C2)cc1 (stereo unspecified) | -3.4% | 13.3% | -2.9% | 1.3% | 0.1% | -15.9% | -0.1% | -2.9% | 2.1% | 1.6 | 6.1%
CCCNC(=O)c1ccccc1NC(=O)CSCc1ccc(OC)cc1 | -6.3% | / | -6.3% | -0.9% | -1.1% | -23.7% | 3.0% | -24.7% | 0.3% | -1.4 | 11.5%
Cn1c(=O)[nH]c(=O)c2c1nc(NCCCn1ccnc1)n2Cc1ccc(F)cc1 | -6.3% | -0.8% | 0.1% | 0.1% | -0.1% | 0.0% | 2.7% | 27.5% | 2.1% | 3.0 | 11.5%
COc1ccc(-c2nc3ccccn3c2C=O)cc1 | -3.2% | -4.6% | ? | ? | -0.4% | 55.3% | 1.0% | -2.2% | -3.2% | -3.6 | 16.4%
CCCCNC(=O)C(c1ccc(-c2ccccc2)cc1)N(CCN1CCOCC1)C(=O)CCCCCN1C(=O)NC(c2ccc([N+](=O)[O-])cc2)C(C(=O)OCc2ccccc2)=C1C (stereo unspecified) | / | / | 10.2% | 0.8% | -2.3% | / | 2.5% | 7.4% | / | -6.1 | /
CCC1CCCCN1CCCNC(=O)c1cn(CC(C)C)c(=O)c2cc(OC)c(OC)cc12 (stereo unspecified) | 0.1% | 4.7% | 0.2% | 3.3% | 0.0% | 7.6% | 0.2% | -3.1% | 0.1% | -2.7 | -3.6%
CCOC(=O)/C=C1\SCC(=O)N1CC(=O)NC(C)C | -2.7% | 1.3% | 4.4% | 0.1% | -0.2% | -6.7% | 3.2% | -21.7% | 4.3% | -0.3 | 10.6%
C=C(C)C(=O)Nc1cccc(C2=NOC3(C2)C[C@H](C(N)=O)N(C(=O)c2ccccc2)C3)c1 (stereo partly specified) | 0.8% | 19.5% | 1.0% | 1.3% | -0.4% | 0.0% | 9.1% | -10.6% | 2.9% | 3.7 | -2.3%
Cc1nnc2c(NCCC(C)C)nc3ccccc3n12 | -3.0% | 3.2% | 6.8% | 6.6% | -0.2% | -1.9% | -1.6% | -21.0% | 1.6% | 12.1 | ?

# High-throughput results: PubChem BioAssay, National Center for Advancing Translational Sciences (NCATS)
